Source: PubChem BioAssay
VIM-2 inhibitor – inhibitors of Pseudomonas aeruginosa VIM-2 metallo-beta-lactamase; inhibition, % at 5.6 µM; AID 1527; purified VIM-2, nitrocefin hydrolysis, epi-absorbance fluorescence; hit rate 0.89% among 290,000;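 active means inhibition above the mean of all tested compounds plus 3 SD, cutoff set per screening run, cut at about 7.5% in these data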;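 further: red hydrolysis product quenches plate fluorescence so inhibitors raise well fluorescence; 0% = enzyme with DMSO and 100% = DMSO without enzyme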
FID counter – fluorescent intercalator displacement, NS3 helicase counter-screen | hit rate 0.17% among 290,000 | DNA fluorescent intercalator displacement, fluorescence | AID 1845 | inhibition, % at 7.9 µM; in the data active means inhibition above about 37%;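 further: 0% = vehicle and 100% = reference compound; higher means more ethidium bromide displaced from hairpin DNA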
GalR3 antagonist – human GalR3 antagonism; O60755; AID 651719; HEK293 GalR3-CNG cAMP membrane potential fluorescence; galR3 body fused to GalR1 C-terminus; hit rate 0.44% among 360,000; inhibition, % at 3 µM;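 active means inhibition above the screen-wide average plus 3 SD, cut at about 13% in these data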;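 further: forskolin and galanin both at EC90 stimulate the cells; cAMP rise reported by CNG channel membrane potential dye signal; 0% = forskolin plus galanin with DMSO and 100% = forskolin alone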
PHOSPHO1 block – PHOSPHO1 (human) inhibition. recombinant PHOSPHO1, absorbance phosphatase assay. inhibition, % at 13.3 µM. hit rate 1.1% among 290,000. AID 1565; in the data active means inhibition above about 60%
Target sequence (Q8TCT1 whole entry, looked up): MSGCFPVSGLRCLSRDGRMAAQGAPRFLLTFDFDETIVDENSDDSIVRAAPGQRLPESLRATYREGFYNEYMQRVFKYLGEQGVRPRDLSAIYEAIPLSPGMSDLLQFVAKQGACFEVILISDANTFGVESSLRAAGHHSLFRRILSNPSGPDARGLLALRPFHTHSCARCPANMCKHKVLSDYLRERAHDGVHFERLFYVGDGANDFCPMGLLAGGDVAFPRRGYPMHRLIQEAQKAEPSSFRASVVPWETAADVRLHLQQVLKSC
OXTR agonist – human OXTR agonism. P30559. CHO-OTR cells, Fluo-8 calcium fluorescence; normalized: DMSO 0%, oxytocin 100%. activation, % at 3 µM. hit rate 0.32% among 320,000. AID 2435;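 active means activation above the mean of all tested compounds plus 3 SD, cutoff set per screening run, cut at about 20% in these data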;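 further: peak over basal fluorescence ratio from a 100 s FLIPR kinetic read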
Target sequence (P30559 whole entry, looked up): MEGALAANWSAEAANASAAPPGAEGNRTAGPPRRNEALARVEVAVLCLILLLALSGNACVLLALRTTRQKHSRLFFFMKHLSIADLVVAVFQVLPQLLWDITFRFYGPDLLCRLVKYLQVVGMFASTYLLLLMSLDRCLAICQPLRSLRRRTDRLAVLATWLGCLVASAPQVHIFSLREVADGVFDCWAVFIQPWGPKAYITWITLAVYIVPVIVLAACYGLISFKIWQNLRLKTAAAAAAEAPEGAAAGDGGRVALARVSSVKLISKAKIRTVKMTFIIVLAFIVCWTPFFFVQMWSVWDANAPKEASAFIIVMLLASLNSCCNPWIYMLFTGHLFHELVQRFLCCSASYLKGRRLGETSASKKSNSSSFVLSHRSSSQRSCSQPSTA
V1aR counter – V1a receptor agonism, counter-screen for OXTR agonists; CHO-V1R cells, Fluo-8 calcium fluorescence, agonist mode; 0% DMSO, 100% 3 nM vasopressin; activation, % at 3 µM; hit rate 0.25% among 320,000;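 active means activation above the mean activation of all tested compounds plus 3 SD, per screening run, cut at about 20% in these data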;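 further: signal is peak over basal fluorescence ratio across a 100 second FLIPR read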
GPR7 antag – blocks human GPR7 receptor signaling. P48145. GPR7-expressing cells, fluorescence antagonist assay. inhibition, % at 4.4 µM. hit rate 1.1% among 290,000. AID 1861; in the data active means inhibition above about 16%, passing the limit was not always enough;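 further: cells stimulated with the agonist NPW; 0% = agonist with vehicle and 100% = vehicle without agonist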
Target sequence (P48145 whole entry, looked up): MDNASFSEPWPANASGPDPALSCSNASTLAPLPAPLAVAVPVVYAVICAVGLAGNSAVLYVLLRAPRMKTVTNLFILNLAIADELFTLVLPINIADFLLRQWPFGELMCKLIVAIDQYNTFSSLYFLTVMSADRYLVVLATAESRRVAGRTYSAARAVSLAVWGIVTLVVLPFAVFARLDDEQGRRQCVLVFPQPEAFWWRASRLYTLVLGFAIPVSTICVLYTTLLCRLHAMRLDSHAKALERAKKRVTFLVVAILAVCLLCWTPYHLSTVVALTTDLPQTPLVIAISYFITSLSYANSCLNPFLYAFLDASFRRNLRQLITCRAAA
HCV NS3 hel inh – blocks Hepatitis C virus NS3 helicase unwinding; NS3 helicase DNA unwinding, Cy5 molecular beacon fluorescence; inhibition, % at 10.9 µM; hit rate 0.56% among 290,000;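 active means inhibition above the mean of all tested compounds plus 3 SD, set per campaign, cut at about 35% in these data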;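 further: 0% = DMSO wells and 100% = thioflavine S control wells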
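assay system = NS3 helicase fragment of HCV | buffer or medium = MOPS pH 6.5, MgCl2, DTT, Tween20, BSA | timing = 60 min unwinding reaction at 25 °C after ATP addition | signal = Cy5 beacon fluorescence read at start and 1 h | read-out basis = % inhibition of unwinding | control set = low DMSO, high thioflavine S at 110 µM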
IMP-1 inhibitor – inhibitors of Pseudomonas aeruginosa IMP-1 metallo-beta-lactamase | purified IMP-1, nitrocefin hydrolysis, epi-absorbance fluorescence | inhibition, % at 5.6 µM | hit rate 0.45% among 290,000 | AID 1556;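 active means inhibition above the mean plus 3 SD of all compounds in the same screening run, cut at about 4.5% in these data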;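 further: 0% = IMP-1 with DMSO and 100% = DMSO wells lacking enzyme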
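System – purified recombinant IMP-1 beta-lactamase · Input – IMP-1 dispensed at 0.2 nM · Timing – 15 min preincubation plus 25 min reaction at 25 °C · Signal – Epi-absorbance fluorescence, 480 nm excitation, 530 nm emission · Measure – percent IMP-1 inhibition derived from blank-referenced optical density · Controls – Enzyme-plus-DMSO low control, enzyme-free DMSO high control · Replication – singlicate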
Active calls of the source: *; . = no result given. Random draw from the library; any-hit rate near 4.3%.

SMILES | VIM-2 inhibitor | FID counter | GalR3 antagonist | PHOSPHO1 block | OXTR agonist | V1aR counter | GPR7 antag | HCV NS3 hel inh | IMP-1 inhibitor
COc1ccc(N(C(=O)c2cccnc2)S(=O)(=O)c2ccc(OC)c(OC)c2)cc1 | -1.1 | -28 | 1 | 12 | 0.3 | 0.6 | -5 | -2 | -1.7
Cc1c(NC(=S)NC(=O)c2cccc([N+](=O)[O-])c2)c(=O)n(-c2ccccc2)n1C | -0.5 | -11 | -8 | -47 | -0.5 | -0.4 | -7 | -21 | -2.4
Cc1ccc(OCCn2cc(/C=C(\C#N)C(=O)NCC3CCCO3)c3ccccc32)cc1C (stereo unspecified) | 0.2 | -4 | -4 | -24 | 0.8 | 3.5 | 6 | 0 | -2.3
CC(C)[C@H](NC(=O)NC1CCN(Cc2ccccc2)CC1)C(=O)O | -2.3 | -1 | -3 | 47 | 0.2 | -0.7 | -9 | 6 | -3.3
NS(=O)(=O)c1ccc(CCNC(=O)COC(=O)Cc2c(F)cccc2Cl)cc1 | 0.1 | -6 | 3 | 38 | -0.3 | -0.1 | -14 | 0 | -1.6
Cc1ccc(S(=O)(=O)N2CCN(Cc3csc(C)n3)CC2)cc1 | -4.2 | -9 | -1 | -37 | -0.7 | 0.7 | -1 | -2 | -3.6
CC1CCc2c(sc(NC(=O)Cn3nc(C(F)(F)F)c4c3CCCCC4)c2C#N)C1 (stereo unspecified) | -1.6 | -13 | -9 | 46 | 0.2 | -0.3 | 9 | 11 | -2.5
Cc1ccc2c(c1)c1c(n2CC(O)Cn2ccnc2C)C(=O)CCC1 (stereo unspecified) | 0.7 | -10 | -3 | 10 | -0.2 | 0.3 | 3 | 2 | -0.6
COc1cc(OC)cc(-c2cc3nc(C)cc(N4CCN(C(=O)c5ccco5)CC4)n3n2)c1 | -2.5 | -28 | . | -7 | -2.4 | -1.1 | -10 | -2 | -2.2
COc1cc(NC(=O)COc2cc(O)c3c(c2)OC(C)(C)CC3=O)cc(OC)c1OC | -4.0 | -41 | 45* | -23 | 17 | 10 | 34* | -10 | -1.3
Cc1n[nH]c(=S)n1/N=C/c1ccc(Br)o1 | -0.4 | -6 | -1 | 99* | -0.6 | 0.1 | 4 | -5 | -3.5
CC(C)c1ccc(OCC(=O)Nc2cccc3c2CCCC3)cc1 | -7.4 | -6 | -4 | -11 | 0.5 | -0.4 | -4 | -1 | -2.5
O=C(CSc1nnc(-c2ccc(F)cc2)o1)Nc1ccccc1N1CCOCC1 | -6.0 | -23 | -1 | . | -2.9 | -1.5 | -8 | 10 | -5.0
Cc1ccccc1C(=O)Nc1ccc(C(=O)N/N=C/c2ccc(F)cc2)cc1 | -0.6 | -5 | -4 | 20 | -0.5 | 0.1 | 5 | -3 | -2.2
CC1CC(C)CN(C(=O)c2ccccc2Nc2ccc(SC(F)F)cc2)C1 (stereo unspecified) | 0.5 | -8 | -2 | 29 | -1.3 | -0.3 | -19 | -5 | -2.8
CCOC(=O)c1c(N)sc(C(=O)N(CC)CC)c1C | -2.9 | 4 | -6 | 24 | -1.5 | -0.5 | 1 | -5 | -1.9
Cn1cc(/C=N/NC(=O)c2ccc(C#N)cc2F)c2ccccc21 | -1.8 | -3 | -1 | 42 | 0.2 | 0.0 | 12 | 6 | -1.1
Cc1ccc(C2CC(c3ccccc3)n3ncnc3N2)cc1 (stereo unspecified) | -4.2 | -26 | -1 | 14 | -0.9 | 0.0 | 15 | 5 | -2.6
CC(NC(=O)Cn1cccc1C(=O)c1ccccc1)c1ccccc1 (stereo unspecified) | -0.5 | -21 | -8 | 34 | -2.4 | -1.6 | -3 | 2 | -2.0
CC(C)CNC(=O)COc1ncnc2ccccc12 | -1.0 | -3 | -2 | 19 | 1.1 | -0.1 | 10 | 2 | -3.3
COc1ccc(CNC(=O)c2cccc(NC3=NC4CS(=O)(=O)CC4S3)c2)cc1 (stereo unspecified) | -3.5 | -6 | . | 39 | -1.3 | -0.5 | -1 | 13 | -3.0
CC1(C)CC(=O)C2=C(C1)OC(N)=C(C#N)C2c1ccc2c(c1)OCO2 (stereo unspecified) | -0.1 | -12 | -10 | 30 | -1.4 | -0.7 | 7 | -16 | -2.4
CC(OC(=O)c1cc(=O)[nH]c2ccccc12)c1ccccc1 (stereo unspecified) | 0.2 | -20 | -2 | 5 | -1.8 | -0.8 | -4 | -8 | -7.2
O=C(N/C(=C\c1ccc2c(c1)OCO2)C(=O)N1CCOCC1)c1cccs1 | 1.7 | -2 | -8 | 0 | 1.1 | 1.0 | 5 | 1 | -2.1
CCCn1cc(S(=O)(=O)c2ccccc2)c(=O)c2cc(F)c(N3CCN(C)CC3)cc21 | 4.4 | 7 | -7 | 20 | -1.3 | 0.8 | -11 | 9 | -4.3
COc1ccc2[nH]c(C)c(CCN(Cc3cccs3)C(=S)Nc3ccccc3)c2c1 | 1.0 | -4 | 3 | 10 | 1.7 | 1.8 | -10 | -5 | -3.7
COc1ccccc1C(=O)Nc1cc2ccccc2oc1=O | 1.2 | 3 | . | 16 | 0.6 | 0.5 | -1 | 3 | -0.6
O=C1c2ccccc2S(=O)(=O)N1Cc1c(F)cccc1Cl | -3.2 | -8 | -7 | 23 | -0.2 | 0.5 | -7 | 1 | -1.1
CCn1c(=O)c(C(=O)CN2CCN(S(=O)(=O)c3cc(C)ccc3C)CC2)c(N)n(Cc2ccccc2)c1=O | -3.2 | 0 | -5 | -14 | -0.1 | 0.1 | -4 | 2 | -4.5
CC1CCc2c(nc3ncnn3c2N2CCN(c3ccccc3)CC2)C1 (stereo unspecified) | -2.6 | -17 | -5 | 19 | -0.6 | 1.1 | -6 | -8 | -3.6
O=C(CNC(=O)c1sc2ccccc2c1Cl)NCc1cccnc1 | -1.6 | -19 | -1 | 35 | 0.0 | -0.1 | -3 | 8 | -5.8
Cc1cccc(-n2cnc3cc(C(=O)N4CCCCC4)ccc32)c1 | -1.0 | -26 | -4 | 16 | 0.1 | -0.3 | 15 | 0 | -0.1
CC(C)CN1C(=O)C(=O)N(CC(=O)NCc2ccc3c(c2)OCO3)C1=O | -2.1 | -5 | -2 | -12 | -0.8 | -0.5 | 5 | 4 | -0.9
CCCN1CCN(CCCNC(=O)C2CCN(c3nnc(-n4c(C)ccc4C)s3)CC2)CC1 | -0.9 | -5 | -4 | 65* | -1.1 | 0.3 | 2 | 3 | -2.2
OCCNc1ncnc2c1sc1nc(N3CCOCC3)c3c(c12)CCC3 | -2.6 | -7 | 4 | 28 | -0.3 | -0.7 | -9 | -6 | -2.6
O=C(NC(=S)NC1CCSC1=O)c1cccc([N+](=O)[O-])c1 (stereo unspecified) | -0.3 | -1 | -4 | -31 | 0.1 | 0.9 | -7 | 8 | -2.0
Cc1nn(-c2ccc(F)cc2)c(C)c1CN1CCN(CCc2ccccc2)C(CCO)C1 (stereo unspecified) | 0.1 | 9 | 4 | 44 | -0.8 | -1.2 | -8 | 5 | -0.3
O=C(C1CCCC1)N1CCC(CC2CC(c3cccc(Br)c3)=NO2)(C(=O)NCC2CCCCC2)CC1 (stereo unspecified) | -1.3 | -33 | -2 | -19 | -0.6 | 0.7 | -3 | -5 | -3.4
CCOC(=O)CCNC(=O)Nc1ccc2nc(C)n(Cc3cccc(Cl)c3)c(=O)c2c1 | -1.9 | -18 | -8 | -7 | 2.6 | 2.2 | -8 | -15 | -3.4
NC(=O)c1c(NC(=S)Nc2ccc(F)cc2)sc2c1CCCC2 | -1.6 | 1 | -6 | 28 | -2.4 | -0.1 | 8 | 26 | -1.0

Limited to FID counter, for 2 of the compounds above:
| structure | FID counter |
| --- | --- |
| CC(OC(=O)c1cc(=O)[nH]c2ccccc12)c1ccccc1 (stereo unspecified) | -20 |
| O=C(N/C(=C\c1ccc2c(c1)OCO2)C(=O)N1CCOCC1)c1cccs1 | -2 |

Following part
SMILES | VIM-2 inhibitor | FID counter | GalR3 antagonist | PHOSPHO1 block | OXTR agonist | V1aR counter | GPR7 antag | HCV NS3 hel inh | IMP-1 inhibitor
Fc1ccccc1NC(=S)NNc1ncc(C(F)(F)F)cc1Cl | -2.5 | -3 | -3 | 30 | 16 | 16 | -8 | 5 | -2.3
O=S(=O)(c1cccs1)N1CN(Cc2ccco2)c2nc3ccccc3nc21 | 0.3 | 4 | -6 | 42 | 3.0 | 3.5 | -3 | 27 | 0.4
Cc1[nH]c2ccccc2c1C(=O)COC(=O)CCS(=O)(=O)c1ccccc1Cl | -0.2 | -16 | 0 | 16 | 5.9 | 2.7 | -7 | -15 | -3.3
COc1ccc(NC(=O)Nc2nnc(N3CCC(C)CC3)s2)cc1OC | -3.1 | -3 | 1 | 36 | -0.1 | -0.8 | -5 | -7 | -2.1
COc1cc(OC)c(OC)cc1/C=N/n1c(-c2n[nH]c3c2CCC3)n[nH]c1=S | -2.3 | -9 | -4 | -19 | -2.8 | -1.1 | -12 | -5 | -3.1
COc1ccc(C2C(C(C)=O)=C(O)C(=O)N2c2ccc(O)cc2)cc1 (stereo unspecified) | -1.5 | 2 | -8 | 34 | 0.4 | 1.5 | -8 | 4 | -1.0
COc1cccc(CN(Cc2ccco2)S(=O)(=O)c2ccc(S(=O)(=O)NCc3ccccc3)cc2)c1OC | -0.3 | -22 | -5 | -3 | 0.5 | 2.3 | -10 | -4 | -0.8
Cc1ccc(CNC(=O)c2ccc[nH]2)cc1 | -1.8 | -1 | 3 | 20 | -0.7 | -0.2 | 2 | 0 | -2.4
COc1ccc(Cc2nc(-c3cccc(C)c3)no2)cc1 | -2.6 | -4 | -2 | 3 | -1.5 | -0.8 | -5 | -6 | -2.6
COc1ccc(C(C(=O)NC2CCCC2)N(Cc2cccnc2)C(=O)Cc2cccs2)c(OC)c1 (stereo unspecified) | -2.9 | -27 | 2 | 24 | 0.6 | -0.8 | -2 | 1 | -2.5
Cc1no[n+]([O-])c1COc1ccc(/C=C(\C#N)C(N)=O)cc1 | -2.3 | -1 | -4 | -11 | 0.9 | 0.8 | 9 | 2 | -3.6
Cc1c(OCC(=O)NCCCN2CCOCC2)ccc2c3c(c(=O)oc12)CCC3 | 25* | 7 | 1 | 29 | 0.6 | 0.6 | -4 | 15 | -2.7
N=C1/C(=C\c2ccc(OC(=O)c3ccccc3Cl)cc2)C(=O)N=C2SC(N3CCOCC3)=NN12 | -4.5 | -42 | -7 | 44 | -1.1 | 0.4 | 6 | 16 | -1.8
O=S(=O)(NN1CCOCC1)c1ccc(Br)s1 | 0.6 | -2 | 0 | -6 | 1.1 | 0.5 | 4 | 1 | -0.1
COc1ccc(Oc2ccc(N/C=C3/CCCC3=O)cc2)cc1 | 1.1 | -8 | -4 | -18 | 2.0 | 2.3 | 1 | -2 | -1.5
Cc1cccc(-n2nnnc2SCC(=O)N(CC(C)C)c2c(N)n(CC(C)C)c(=O)[nH]c2=O)c1 | -1.7 | -5 | -3 | 12 | 1.4 | 0.5 | -6 | 4 | -3.2
